NALP1 yeast inh: NALP1 inflammasome inhibitors in reconstituted yeast, colorimetric, S. cerevisiae, triplicate retest; inhibition, % at 10 µM; S. cerevisiae NALP1/ASC/caspase-1 growth, X-gal OD620, 72 h; AID 2071, 2009; 280,000 compounds, 0.61% hits; in the data active = inhibition mostly above about 24%, no sharp cut-off; inactive = mostly below about 32%; note: some compounds called inactive have numbers as strong as hits
DNA FID counter: compounds displacing fluorescent DNA intercalator, primary screen, artefact control for HCV NS3 helicase inhibitor project, biochemical, FID fluorescence; DNA fluorescent intercalator displacement; AID 1845, 2009; 290,000 compounds, 0.17% hits; inhibition, % at 7.9 µM; in the data active = inhibition above about 37%;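 note: 0% = vehicle and 100% = reference compound; higher means more ethidium bromide displaced from hairpin DNA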
MEKK2 mut-MEK5: MEK5 binding signal on mutant MEKK2 PB1, primary screen, biochemical, multiplex bead flow cytometry, Alexa488-MEK5. AID 1530, 2009. Alexa488-MEK5 binding to MEKK2 mutant. percent response, % at 10 µM. 290,000 compounds, 0.35% hits; in the data active = percent response above about 24%, passing the limit was not always enough; note: inactives centre near 1; some results filed as inactive read as strong as hits
MEKK2 WT-MEK5: modulators of MEK5 binding to wildtype MEKK2, primary screen, biochemical, multiplex bead flow cytometry, Alexa488-MEK5; Mitogen-activated protein kinase kinase kinase 2 (Homo sapiens), Q9Y2U5; Alexa488-MEK5 binding to MEKK2 WT; actives lie on both sides; binding response (% of control), % at 10 µM; 290,000 compounds, 1.1% hits; AID 1531, 2009; in the data active = binding response below about 67% or above about 130%
PfM18AAP inh: PfM18AAP inhibitors, malaria aminopeptidase, primary screen, biochemical, QFRET, recombinant enzyme; M18 aspartyl aminopeptidase (Plasmodium falciparum 3D7); H-Glu-NHMec fluorogenic cleavage; inhibition, % at 7.35 µM; 290,000 compounds, 1.2% hits; AID 1822, 2009;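 active = inhibition above the campaign mean inhibition over all tested compounds plus 3 SD, cut at about 28% in these data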;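 note: 0% = plate median of test compound wells and 100% = 2 mM ZnCl2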
UBC9 SUMO inh: inhibitors of in vitro SUMOylation cascade, primary screen, biochemical, HTRF, uHTS; HTRF SUMOylation assay, SAE1/SAE2 + UBC9; inhibition, % at 35 µM; 290,000 compounds, 0.36% hits; AID 2006, 2009; in the data active = inhibition above about 50%, passing the limit was not always enough; note: strong numbers were not always called active
Target sequence (P63279 whole entry, looked up): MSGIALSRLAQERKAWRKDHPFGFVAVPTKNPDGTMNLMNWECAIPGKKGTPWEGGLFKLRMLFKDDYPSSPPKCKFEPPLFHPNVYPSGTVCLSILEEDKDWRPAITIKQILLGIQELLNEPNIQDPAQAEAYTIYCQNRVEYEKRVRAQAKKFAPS
IMP-1 inhibitor: IMP-1 metallo-beta-lactamase inhibitors, primary screen, biochemical, epi-absorbance readout, Pseudomonas aeruginosa enzyme; purified IMP-1, nitrocefin hydrolysis, epi-absorbance fluorescence; inhibition, % at 5.6 µM; 290,000 compounds, 0.45% hits; AID 1556, 2009;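 active = inhibition above the mean plus 3 SD of all compounds in the same screening run, cut at about 4.5% in these data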;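 note: 0% = IMP-1 with DMSO and 100% = DMSO wells lacking enzyme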
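Material – recombinant IMP-1 enzyme, purified · Amount – IMP-1 0.2 nM before substrate addition · Medium – HEPES buffer pH 7.1 with ZnSO4 and Brij 35 · Timing – 25 °C, 15 min preincubation, 25 min reaction · Measured by – plate fluorescence quenching by hydrolysis product, ex 480/em 530 nm · Read-out – percent enzyme inhibition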
NS3 helicase inh: inhibitors of HCV NS3 helicase, primary screen, biochemical, Cy5 molecular beacon fluorescence; Hepatitis C virus NS3 helicase; NS3 helicase DNA unwinding; inhibition, % at 10.9 µM; 290,000 compounds, 0.56% hits;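 active = inhibition above the mean of all tested compounds plus 3 SD, set per campaign, cut at about 35% in these data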;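 note: 0% = DMSO wells and 100% = thioflavine S control wells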
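System: NS3 helicase fragment of HCV / Schedule: 1 h at 25 °C / Control set: DMSO alone as 0% and 110 µM thioflavine S as 100% / Reagent: Cy5/quencher beacon DNA duplex and ATP to start / Technique: Cy5 fluorescence / Replication: singlicate / Evaluation: % inhibition of end-to-start signal ratio versus controls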
VIM-2 inh: VIM-2 metallo-beta-lactamase inhibitors, primary screen, biochemical, epi-absorbance readout, Pseudomonas aeruginosa enzyme. 290,000 compounds, 0.89% hits. purified VIM-2, nitrocefin hydrolysis, epi-absorbance fluorescence. inhibition, % at 5.6 µM;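 active = inhibition above the mean of all tested compounds plus 3 SD, cutoff set per screening run, cut at about 7.5% in these data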;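 note: red hydrolysis product quenches plate fluorescence so inhibitors raise well fluorescence; 0% = enzyme with DMSO and 100% = DMSO without enzyme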
The depositor's hits bear a star; . = no result given; & = joins results of further samples; [ ] = another dose, or the depositor's remark.

[1] O=C(c1cc(-c2ccccn2)nc2ccc(Cl)cc12)N1CCN(CCc2ccccc2)CC1
[2] O=c1[nH]c2cccnc2n(CCNc2ncc(C(F)(F)F)cc2Cl)c1=O
[3] CCOc1ccc(NC(=O)CSc2nnc(C)n2Cc2ccccc2)cc1
[4] COc1cc(/C=C2\SC(=O)N(CCN)C2=O)ccc1OS(=O)(=O)c1cc(C)ccc1C
[5] C=CCn1c(SCC(=O)O)nc2sc(CC)cc2c1=O
[6] CC(=O)Nc1ccc(NC(=O)Cc2ccc(S(=O)(=O)N3CCCCC3)s2)cc1
entry no. | 1 | 2 | 3 | 4 | 5 | 6
NALP1 yeast inh | -10 | -9 | 57 | 1 | 5 | 18
DNA FID counter | -8 | -9 | -32 | 25 | 8 | -9
MEKK2 mut-MEK5 | -23 | 0 | 1 | 14 | -5 | -3
MEKK2 WT-MEK5 | -4.0*[inhibitor] | 97 | 103 | 178* | 96 | 91
PfM18AAP inh | -11 | -3 | 6 | 3 | 2 | 0
UBC9 SUMO inh | 3 | 4 | -15 | -22 | 6 | 17
IMP-1 inhibitor | -2.4 | -1.7 | -6.5 | 0.1 | -1.9 | 1.6
NS3 helicase inh | -1 | 5 | 1 | -36 | 6 | 13
VIM-2 inh | -0.1 | -1.7 | -1.2 | 1.8 | -1.2 | -3.3

6 of the compounds above, with values under each structure.
Each structure is followed by: NALP1 yeast inh | DNA FID counter | MEKK2 mut-MEK5 | MEKK2 WT-MEK5 | PfM18AAP inh | UBC9 SUMO inh | IMP-1 inhibitor | NS3 helicase inh | VIM-2 inh
2: O=c1[nH]c2cccnc2n(CCNc2ncc(C(F)(F)F)cc2Cl)c1=O
  -9 | -9 | 0 | 97 | -3 | 4 | -1.7 | 5 | -1.7
1: O=C(c1cc(-c2ccccn2)nc2ccc(Cl)cc12)N1CCN(CCc2ccccc2)CC1
  -10 | -8 | -23 | -4.0*[inhibitor] | -11 | 3 | -2.4 | -1 | -0.1
4: COc1cc(/C=C2\SC(=O)N(CCN)C2=O)ccc1OS(=O)(=O)c1cc(C)ccc1C
  1 | 25 | 14 | 178* | 3 | -22 | 0.1 | -36 | 1.8
6: CC(=O)Nc1ccc(NC(=O)Cc2ccc(S(=O)(=O)N3CCCCC3)s2)cc1
  18 | -9 | -3 | 91 | 0 | 17 | 1.6 | 13 | -3.3
3: CCOc1ccc(NC(=O)CSc2nnc(C)n2Cc2ccccc2)cc1
  57 | -32 | 1 | 103 | 6 | -15 | -6.5 | 1 | -1.2
5: C=CCn1c(SCC(=O)O)nc2sc(CC)cc2c1=O
  5 | 8 | -5 | 96 | 2 | 6 | -1.9 | 6 | -1.2

Returning to the listing; the 2 compounds before the break are reprinted first.
[5] C=CCn1c(SCC(=O)O)nc2sc(CC)cc2c1=O
[6] CC(=O)Nc1ccc(NC(=O)Cc2ccc(S(=O)(=O)N3CCCCC3)s2)cc1
[7] CCOC(=O)Cn1nc(C)c(NC(=O)c2cccc([N+](=O)[O-])c2)c1C
[8] COc1cc2nc(CN(C)Cc3ccc(SC)cc3)[nH]c(=O)c2cc1OC
[9] CC(C)C(=O)Nc1cccc(C(=O)Nc2ccc3c(c2)OCO3)c1
[10] CSc1nc(N2CCN(C)CC2)c2c(c1C#N)CC(C)(C)OC2
[11] C=CCNC(=O)/C(C#N)=C/c1ccccc1OCc1ccc(C(=O)OC)cc1
[12] O=S(=O)(Cc1cc(-c2ccc(Cl)cc2)no1)c1ccccc1
entry no. | 5 | 6 | 7 | 8 | 9 | 10 | 11 | 12
NALP1 yeast inh | 5 | 18 | 10 | . | 14 | 9 | 19 | .
DNA FID counter | 8 | -9 | -1 | -20 | 0 | 5 | -11 | -5
MEKK2 mut-MEK5 | -5 | -3 | -2 | -35 | 2 | 4 | 10 | 0
MEKK2 WT-MEK5 | 96 | 91 | 102 | 69 | 104 | 107 | 103 | 100
PfM18AAP inh | 2 | 0 | 0 | -5 | -1 | -7 | 11 | -7
UBC9 SUMO inh | 6 | 17 | -2 | 23 | 16 | 12 | -7 | 0
IMP-1 inhibitor | -1.9 | 1.6 | -3.4 | -3.2 | -1.0 | 0.0 | -3.7 | -2.8
NS3 helicase inh | 6 | 13 | -5 | -8 | 0 | -1 | -14 | -3
VIM-2 inh | -1.2 | -3.3 | -1.0 | -2.6 | -1.6 | 1.8 | 0.4 | -3.0

[13] CN1/C(=C/C=C(C#N)C#N)C(C)(C)c2ccccc21
[14] Cc1cc(C=C2C(=O)c3ccccc3C2=O)c(C)n1-c1cccc(C(=O)O)c1
[15] CCN(CC)S(=O)(=O)c1ccc(C(=O)NC(C)(C)C)cc1
[16] Cc1ccc(C)c(NC(=O)c2sc(Cl)nc2-c2ccccc2)c1
[17] N#Cc1cc(Sc2ccccn2)c([N+](=O)[O-])cc1C#N
[18] COc1ccc(CC(=O)OCC(=O)N2N=C(c3ccccc3)CC2c2ccc(OC)cc2)cc1 (stereo not drawn)
entry no. | 13 | 14 | 15 | 16 | 17 | 18
NALP1 yeast inh | 2 | 13 | -2 | -27 | 8 | 26
DNA FID counter | 0 | -34 | -9 | -5 | -5 | -28
MEKK2 mut-MEK5 | -46 | -2 | -8 | -1 | -4 | -5
MEKK2 WT-MEK5 | 96 | 95 | 88 | 91 | 97 | 83
PfM18AAP inh | -6 | 14 | -16 | -12 | 4 | -3
UBC9 SUMO inh | 18 | 16 | 8 | 1 | 26 | -4
IMP-1 inhibitor | 1.8 | -2.1 | -0.1 | -1.2 | -0.5 | 0.8
NS3 helicase inh | -7 | 2 | 5 | 1 | 28 | -16
VIM-2 inh | 1.2 | 2.1 | 1.5 | -4.2 | -2.9 | -2.4

[19] CC(C)(C)NC(=O)Nc1ccccc1C(N)=O
[20] Cc1nccn1CC1CCc2c(c3ccccc3n2C)C1=O (stereo not drawn)
[21] CCOc1ccc(-n2c(COc3ccc(C)cc3)nnc2SCC(N)=O)cc1
[22] COc1ccc(-n2c(NNC(C)=O)nc3sc4c(c3c2=O)CCCC4)cc1
[23] Cc1cc(C)c[n+](CC(=O)c2ccccc2)c1
[24] COc1cccc(NC(=O)Cn2c3ccc(OC)cc3c3nc4n(c(=O)c32)CCS4)c1
entry no. | 19 | 20 | 21 | 22 | 23 | 24
NALP1 yeast inh | 21 | 9 | 22 | 21 | -3 | 17
DNA FID counter | 1 | 4 | -48 | -7 | -2 | 2
MEKK2 mut-MEK5 | -2 | 6&3 | -1 | 4 | 0 | -9
MEKK2 WT-MEK5 | 101 | 106&109 | 87 | 109 | 100 | 98
PfM18AAP inh | -4 | 1 | -11 | 6 | -17 | -2
UBC9 SUMO inh | 5 | -1 | 24 | 2 | 4 | .
IMP-1 inhibitor | -1.0 | -1.1 | -4.2 | -0.3 | 0.3 | -1.8
NS3 helicase inh | -5 | 3 | -3 | -6 | -1 | -4
VIM-2 inh | -2.7 | 1.2 | -1.3 | -2.5 | 1.8 | -1.0

[25] CC(=O)Nc1ccc(NC(=O)c2ccc(COc3ccccc3Br)o2)cc1
[26] CCCCOc1ccccc1C1NC(=O)CCC1[N+](=O)[O-] (stereo not drawn)
[27] COc1ccc(/C(O)=C2/C(=O)C(=O)N(CC3CCCO3)C2c2ccc(O)c(OC)c2)cc1 (stereo not drawn)
[28] Cc1cc(C)n(CC(=O)N/N=C/c2ccc([N+](=O)[O-])s2)n1
[29] O=C(Nc1nnc(-c2ccccc2)s1)c1ccccc1O
[30] CC1(C)NC(=O)N(CCCOc2ccccc2Br)C1=O
entry no. | 25 | 26 | 27 | 28 | 29 | 30
NALP1 yeast inh | 19 | 8 | 2 | -20 | -18 | 2
DNA FID counter | -24 | -9 | 2 | -1 | -8 | -3
MEKK2 mut-MEK5 | 0 | 2 | 0 | -2 | 6 | 1
MEKK2 WT-MEK5 | 106 | 99 | 106 | 101 | 104 | 102
PfM18AAP inh | -4 | -4 | -4 | 6 | 1 | -10
UBC9 SUMO inh | -4 | -3 | 7 | 11 | 12 | 25
IMP-1 inhibitor | -0.5 | -2.5 | 1.4 | -5.8 | -2.4 | 2.0
NS3 helicase inh | -16 | -3 | -1 | 2 | 3 | 0
VIM-2 inh | -0.7 | -0.8 | -2.5 | -7.5 | -3.5 | 1.3

[31] CCOC(=O)Cn1c(=O)n(Cc2ccc(OC)cc2)c(=O)c2cccnc21
[32] Cc1ccc(N(CC(=O)NCc2ccco2)C(=O)CNS(=O)(=O)c2ccc(F)cc2)c(C)c1
[33] O=c1c2c(nc3c(-c4cccc5ccccc45)c[nH]n13)CCC2
[34] CC1=C[C@@H](C)[C@@H](c2ccc(C(F)(F)F)cc2)OC1=O
[35] CC(=O)Nc1ccc(N2C(C(C)=O)=NN(c3ccccc3)C2c2cccs2)cc1 (stereo not drawn)
[36] CCOC(=O)c1c(-c2ccc(C)s2)csc1NC(=O)c1cccs1
entry no. | 31 | 32 | 33 | 34 | 35 | 36
NALP1 yeast inh | -8 | 24 | -10 | 31 | -8 | 16
DNA FID counter | -27 | -42 | -17 | -16 | -4 | 1
MEKK2 mut-MEK5 | 4 | 0 | 2 | 3 | 8 | 0
MEKK2 WT-MEK5 | 106 | 103 | 103 | 97 | 120 | 92
PfM18AAP inh | 1 | -11 | -11 | -1 | 18 | -2
UBC9 SUMO inh | -5 | 0 | 4 | -12 | -4 | 8
IMP-1 inhibitor | -2.4 | -2.1 | -4.3 | -4.5 | -1.6 | -1.4
NS3 helicase inh | 2 | 13 | 4 | -2 | -8 | -11
VIM-2 inh | -2.3 | -0.2 | -1.3 | -2.2 | -2.8 | 2.7

[37] CCOc1ccc(NC(=O)CSC2=NN3CCCC(=O)N=C3S2)cc1
[38] CC(=O)N(c1ccccc1)c1nc(/C=C/C(=O)O)cs1
[39] CC[N+](CC)(CCCCS(=O)(=O)[O-])CCNP1(=O)C=C(c2ccccc2)OC(c2ccccc2)=C1
[40] COCCCNC(=O)c1ccc2c(=O)n(Cc3ccccc3OC)c(=S)[nH]c2c1
[41] COc1ccccc1/C=C/C=N/NC(=O)c1ccncc1
[42] CCc1ccc(NC(=O)C2CCN(S(=O)(=O)c3cccs3)CC2)cc1
entry no. | 37 | 38 | 39 | 40 | 41 | 42
NALP1 yeast inh | -3 | 4 | -13 | -6 | -9 | 26
DNA FID counter | -11 | -4 | -9 | -16 | -4 | -21
MEKK2 mut-MEK5 | -1 | 0 | -9 | 0 | -1 | -6
MEKK2 WT-MEK5 | 99 | 104 | 89 | 101 | 107 | 95
PfM18AAP inh | -3 | 2 | 1 | 2 | -11 | -1
UBC9 SUMO inh | -3 | 0 | -1 | 0 | -3 | -12
IMP-1 inhibitor | -6.4 | -2.5 | 0.0 | -1.7 | 1.8 | -1.4
NS3 helicase inh | 10 | -6 | -2 | -8 | -2 | 9
VIM-2 inh | -2.9 | 0.3 | -0.8 | -4.3 | -3.2 | -0.4

High-throughput results from PubChem.
